Compound activity from PubChem.
PfHsp40 rescue – restores yeast growth despite PfHsp40 toxicity. S. cerevisiae expressing PfHsp40, growth rescue, ATP luminescence. growth rescue, % at 12.5 µM. 340,000 tested, 0.68% active. AID 504582; in the data active means growth rescue above about 28%, passing the limit was not always enough; inconclusive means no clear call, values can overlap the other calls;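 further: yeast W303a lacking pdr1 and pdr3 grown in galactose medium; growth measured after three days at 30 °C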
Anthrax LF prot – inhibitors of Bacillus anthracis lethal factor protease. P15917. inhibition, % at 10 µM. 360,000 tested, 0.12% active. multiplex microsphere protease cleavage assay, LF; further: plate controls were buffer without enzyme for full effect and enzyme alone for no effect
Target sequence (P15917 whole entry, looked up): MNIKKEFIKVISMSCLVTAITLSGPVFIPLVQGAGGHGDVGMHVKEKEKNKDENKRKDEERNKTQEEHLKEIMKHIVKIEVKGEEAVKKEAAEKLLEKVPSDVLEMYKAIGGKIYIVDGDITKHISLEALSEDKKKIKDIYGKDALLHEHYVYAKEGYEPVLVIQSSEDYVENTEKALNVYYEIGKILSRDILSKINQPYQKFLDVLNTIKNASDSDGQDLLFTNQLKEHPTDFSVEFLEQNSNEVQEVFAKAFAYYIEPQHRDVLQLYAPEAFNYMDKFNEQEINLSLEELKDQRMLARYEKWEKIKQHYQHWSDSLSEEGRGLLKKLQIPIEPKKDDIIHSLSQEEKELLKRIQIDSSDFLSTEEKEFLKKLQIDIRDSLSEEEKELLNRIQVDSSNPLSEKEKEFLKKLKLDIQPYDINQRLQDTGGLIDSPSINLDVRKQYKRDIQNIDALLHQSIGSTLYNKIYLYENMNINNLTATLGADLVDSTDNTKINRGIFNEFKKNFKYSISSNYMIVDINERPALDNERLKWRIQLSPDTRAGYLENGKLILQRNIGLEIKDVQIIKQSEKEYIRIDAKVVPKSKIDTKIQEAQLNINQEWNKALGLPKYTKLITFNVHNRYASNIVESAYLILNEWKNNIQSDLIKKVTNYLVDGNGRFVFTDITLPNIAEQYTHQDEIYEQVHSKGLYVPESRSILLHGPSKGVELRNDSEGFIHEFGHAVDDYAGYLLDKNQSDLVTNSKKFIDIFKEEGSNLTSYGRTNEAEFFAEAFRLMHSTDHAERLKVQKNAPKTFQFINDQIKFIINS
TcdB GH inh – inhibitors of Clostridioides difficile toxin B glycohydrolase | TcdB glycohydrolase enzymatic assay, plate reader | P18177 | AID 652162 | 350,000 tested, 0.24% active | inhibition, % at 9.99 µM; in the data active means inhibition above about 10%
PrPC surface inh – inhibitors of human cell surface prion protein PrPC. P04156. TR-FRET read-out. inhibition, % at 13.8 µM. 370,000 tested, 0.43% active. AID 720596; in the data active means inhibition above about 24%; further: 0% = median of the test wells and 100% = reference compound wells
Y pestis TopoI – blocks Yersinia pestis topoisomerase I activity; 360,000 tested, 0.064% active; Y. pestis Topo-I cleavage product accumulation, plate reader; activity, % at 10 µM; in the data active means activity above about 50%, passing the limit was not always enough; inconclusive means no clear call, values can overlap the other calls; further: inactives centre near 2
SSB-PriA inh – blocks PriA binding to SSB C-terminal tail. AlphaScreen SSBct-PriA binding, biotinylated peptide. 430,000 tested, 0.6% active. inhibition, % at 33 µM; in the data active means inhibition mostly above about 37%, no sharp cut-off; inactive means mostly below about 20%;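 further: plate controls were negative control peptide for no effect and reference peptide for full effect; strong numbers were not always called active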
BoNT-A LC inh2 – inhibitors of Botulinum neurotoxin A light chain protease. 360,000 tested, 0.17% active. inhibition, % at 10 µM. multiplex microsphere protease substrate cleavage, flow cytometry; further: plate controls were buffer without enzyme for full effect and enzyme alone for no effect
Vc quorum ag – induces V. cholerae light production without autoinducers | V. cholerae BH1578 lux reporter, luminescence, 6 h | activation, % at 18.7 µM | 350,000 tested, 0.16% active | AID 588436; in the data active means activation mostly above about 9.7%, no sharp cut-off; inconclusive means no clear call, values can overlap the other calls; inactive means mostly below about 3.7%; further: not every result past the cut was called active; inactives centre near 0; reference of the scale not given here
3CLpro inhibitor – SARS-CoV 3CLpro protease inhibition | recombinant SARS-CoV 3CLpro, quenched FRET peptide cleavage | P0C6X7 | AID 1706 | 290,000 tested, 0.14% active | inhibition, % at 6 µM; in the data active means inhibition above about 12%
The depositor's hits bear a star; i = inactive; u = inconclusive; x = no result given. Unless noted, no stated cut-off is given here; in the data, active means inhibition above about 30%; inconclusive means no clear call, values can overlap the other calls; inactive means below that. This is a subset, so the mix of outcomes need not match the whole.

SMILES	PfHsp40 rescue	Anthrax LF prot	TcdB GH inh	PrPC surface inh	Y pestis TopoI	SSB-PriA inh	BoNT-A LC inh2	Vc quorum ag	3CLpro inhibitor
O=C(CSc1nnc(-c2ccc3c(c2)OCO3)n1-c1ccccc1)c1ccccc1	-0.2	6	1.4	4	36	-8	1.3	-0.4	1
O=C(O)CCC(=O)N(Cc1cccnc1)Cc1cccc(F)c1	-1.9	0	x	4	-3	-4	-0.1	-0.4	-2
CC(OC(=O)CC(NC(=O)c1ccccc1Cl)c1ccccc1)C(=O)Nc1cccc(Cl)c1Cl (stereo not given)	14	-2	x	-1	40	-17	1.1	-0.2	-1
CC1OC(OC2C(CO)OC(OCC3OC(OC(=O)[C@@]45CCC(C)(C)C[C@@H]4C4=CC[C@@H]6[C@@]7(C)CCC(OC8OCC(O)C(O)C8OC8OC(C)C(O)C(O)C8O)[C@@](C)(CO)C7CC[C@@]6(C)[C@]4(C)CC5)C(O)C(O)C3O)C(O)C2O)C(O)C(O)C1O (stereo not given in full)	-1.6	-4	3.1	1	5	-3	0.1	-0.6	x
CCn1nc(C(=O)Nc2ccccc2C)c(Cl)c1Cl	-0.5	-5	x	4	2	-23	0.1	-0.4	-4
COC(=O)N=Nc1c(O)n(Cc2ccccc2)c2ccccc12	1.4	4	1.5	0	0	-5	-0.8	-0.1	-2
COc1ccc(S(=O)(=O)NC(C)C)cc1-n1cnnn1	-0.7	-11	1.0	7	5	-8	-0.3	i	5
O=C(CC1C(=O)NCCN1Cc1c(F)cccc1Cl)NCCCN1CCCC1=O (stereo not given)	0.3	1	1.6	-1	-2	-9	-1.5	-3.1	-6
N#Cc1cccc(CN2C=NS(=O)(=O)c3ccccc32)c1	0.2	-5	-0.6	6	-3	2	2.2	-1.1	-1
COC(=O)c1sccc1-c1ccc(C(=O)Nc2ccccc2)o1	2.0	1	x	3	13	-27	u	i	6
Cc1cccc(C)c1NC(=O)COC(=O)c1ccc([N+](=O)[O-])o1	32*	3	1.8	-20	-5	-10	0.3	-0.1	3
Cc1cccc(OCc2nnc(SCC(=O)c3c(N)n(C4CC4)c(=O)[nH]c3=O)o2)c1	-1.2	-2	1.1	6	-4	-1	0.0	i	x
C[C@H](NC(=O)N1C[C@H]2C[C@@H](C1)c1cccc(=O)n1C2)C(=O)Nc1cccc(F)c1	-1.2	1	0.7	10	0	-11	-0.3	-0.4	-3
CC1C(=O)N2CCCc3cc(S(=O)(=O)N4CCN(c5ccccc5F)CC4)cc1c32 (stereo not given)	0.2	-2	-0.4	1	-2	-15	3.5	-2.9	-1
CCOc1ccc(-c2nnn(CC(=O)Nc3cc(OC)cc(OC)c3)n2)cc1OCC	-0.3	-6	-0.3	-4	-10	5	-2.1	i	-7
CCOc1ccc(S(=O)(=O)N2CN(c3cccc(C(C)=O)c3)c3nc4ccccc4nc32)cc1	-1.4	-1	-1.6	5	2	3	-0.2	x	x
CC1=CC2=NC(=O)CC(C)(C(=O)N(CC(=O)NC(C)(C)C)C3CCCC3)N2C=C1 (stereo not given)	-0.3	-5	x	-4	4	-10	-0.5	-1.4	-2
COc1cc(CNc2ncnc3c2ncn3[C@H]2CN(Cc3cc(OC)c(OC)c(OC)c3)C[C@@H](CO)O2)cc(OC)c1OC	x	11	-0.3	1	8	x	0.2	-0.7	x
Cc1nc2ccc(F)cc2cc1C(=O)NCC1CCCO1 (stereo not given)	3.5	-3	x	-1	-5	10	1.5	-0.1	2
Cc1ccc(S(=O)(=O)N2CCOCC2)cc1C(=O)N(Cc1nnc(-c2ccccc2Cl)o1)C1CC1	1.6	-4	0.8	10	15	1	-0.4	i	-1
COc1ccc(OC)c2cc3ccccc3cc12	-0.4	2	-0.7	-23	-7	4	2.5	-0.9	x
Cc1cccc(NC(=O)CSc2nc3[nH]ncc3c(=O)[nH]2)c1	-0.9	1	-0.4	6	2	-10	0.1	-0.4	1
CCC(C)NS(=O)(=O)c1ccc(NC(=O)c2c(-c3ccccc3)noc2C)cc1 (stereo not given)	1.4	-10	1.9	-2	18	-13	-1.5	-0.2	-4
CN1CCN(C(=O)CSc2nc3c(c(=O)n(C)c(=O)n3C)n2C)CC1	-0.3	-6	1.2	-1	-10	0	-5.3	-0.2	3
Cc1ccc(/C=N/n2c(-c3ccco3)n[nH]c2=S)cc1	3.9	10	6.3	-6	-10	x	u	-0.4	4

Copied from the list:
O=C(O)CCC(=O)N(Cc1cccnc1)Cc1cccc(F)c1 in 3CLpro inhibitor is listed with -2
Cc1cccc(NC(=O)CSc2nc3[nH]ncc3c(=O)[nH]2)c1 in Vc quorum ag is listed with -0.4
CC1=CC2=NC(=O)CC(C)(C(=O)N(CC(=O)NC(C)(C)C)C3CCCC3)N2C=C1 (stereo not given) in 3CLpro inhibitor is listed with -2

Next section:
SMILES	PfHsp40 rescue	Anthrax LF prot	TcdB GH inh	PrPC surface inh	Y pestis TopoI	SSB-PriA inh	BoNT-A LC inh2	Vc quorum ag	3CLpro inhibitor
COc1ccc2cc(C3(C)NC(=O)N(CC(=O)NCC(F)(F)F)C3=O)ccc2c1 (stereo not given)	-0.6	-6	1.3	-5	4	-2	-2.8	-0.6	0
Cc1noc(C)c1-c1ccc(C(=O)NCc2ccc(Cl)cc2)c2occc12	x	0	0.3	4	39	x	0.1	i	x
CCCn1c(=O)c2c(nc3n2CCCN3CCc2ccccc2)n(C)c1=O	-0.9	-1	2.5	6	20	18	-0.8	i	-4
CC1(C(=O)NS(=O)(=O)Cc2ccccc2C(F)(F)F)CCN1C(=O)c1ccccc1 (stereo not given)	x	2	0.6	3	-4	x	0.2	i	x
COc1ccc(C(=O)NCC(=O)OCc2ccccc2F)cc1	0.2	-5	0.9	7	-3	-6	0.3	1.4	4
O=c1c(-c2ccccc2)coc2c(CN3CCOCC3)c(O)ccc12	-0.1	0	x	10	-5	-6	-0.4	-4.7	0
Cc1ccc(CCNC(=O)C2CCCN(C(=O)N(C)C)C2)cc1 (stereo not given)	0.4	-6	1.8	6	-3	-9	-6.3	-0.2	3
Cc1c(Cl)cccc1NC(=S)NCc1cccn1C	-2.3	-1	x	-3	-1	-2	0.1	0.8	-3
Cc1ccc(C)c(NC(=O)CSc2nc(=O)n(CCN3CCOCC3)c3c2CCCC3)c1	x	u	2.5	1	3	3	-3.7	i	x
NC(=O)CC(NC(=O)Cc1ccc(Br)cc1)c1ccc(NC2CCCC2)c([N+](=O)[O-])c1 (stereo not given)	0.2	1	x	7	29	-11	0.3	i	x
O=C(NCCN1CCOCC1)c1ccncc1	-0.3	-4	x	-4	-1	5	-0.8	-2.9	-5
CCOC(=O)N1CCC(=C(C#N)C(=O)Nc2cc(OC)ccc2OC)CC1	-1.1	0	1.1	-2	4	3	-0.3	i	4
O=C(O)CCc1ccc(-c2cccs2)n1CCC(=O)O	0.4	4	x	-2	4	-10	0.6	x	3
O=C1c2ccccc2-c2cccc(C(=O)N3CCCCC3)c21	-1.0	0	-3.5	-39	7	-2	0.5	-0.4	2
CC(C(=O)O)n1ncc2ccccc2c1=O (stereo not given)	-0.4	-2	-0.4	-8	9	-4	-0.4	i	-3
COc1ccc2cc(C(=O)C3CCCN(C(=O)c4snnc4C)C3)ccc2c1 (stereo not given)	0.7	-6	1.4	2	19	7	-0.1	-0.2	-2
CCOc1ccc(-c2cc(NC(=O)c3c(F)cccc3F)c(C(=O)O)s2)cc1	-0.6	1	-0.1	11	-1	-7	-1.9	0.5	7
O=C1NC(c2ccccc2)=CC(c2ccccc2O)N1 (stereo not given)	-0.8	-4	1.1	3	1	-5	-0.2	i	x
Cc1nn(Cc2c(Cl)cccc2Cl)c(C)c1NC(=O)CCCn1nc([N+](=O)[O-])c(Cl)c1C	-0.1	-6	0.4	-9	10	11	0.2	-0.3	0
CCCCN(CC)S(=O)(=O)c1ccc2c(c1)n(C)c(=O)c(=O)n2C	2.3	0	1.9	0	5	-17	0.1	-2.3	2
CN1CCC(N2CCN(c3cccc(C(F)(F)F)c3)CC2)CC1	0.7	-2	x	1	2	-7	0.2	-5.9	1
Cc1ccc(N2C(=O)c3ccccc3NC2c2ccccc2O)cc1 (stereo not given)	0.2	-5	-0.2	0	-5	-15	-0.9	i	5
CC(C)(C)N(Cc1ccccc1)C(=O)COC(=O)CSc1ccc([N+](=O)[O-])cc1	0.7	1	1.2	-9	13	7	-0.3	i	x
CN(C)/C=N/c1c(C#N)cnn1-c1ncnc2sc(-c3ccccc3)cc12	1.3	-4	0.0	-9	22	x	-0.1	x	-6
O=C(Nc1ccnn1C1CCN(CCCc2ccccc2)CC1)c1cccc(F)c1	-0.4	-2	2.2	-6	-4	-7	-0.1	x	-2
(list continues)
SMILES	PfHsp40 rescue	Anthrax LF prot	TcdB GH inh	PrPC surface inh	Y pestis TopoI	SSB-PriA inh	BoNT-A LC inh2	Vc quorum ag	3CLpro inhibitor
COc1cc(/C=C(\C#N)c2nc3ccccc3[nH]2)cc(Br)c1OCc1ccc(F)cc1	0.4	4	x	-1	-1	-19	1.6	x	-1
CC1CCN(S(=O)(=O)c2ccc(NC(=O)CN3CCCCCC3)cc2)CC1	-1.4	-2	-9.7	6	9	-6	-0.2	-0.5	4
O=C(CS(=O)(=O)c1cn(CC(=O)N2CCCC2)c2ccccc12)Nc1ccccc1	-0.6	-4	1.8	4	6	-5	-1.0	-0.6	3
COc1ccc2ccccc2c1/C=N\NC(=O)c1ccc(C)s1	2.6	-5	1.4	3	13	x	-0.1	i	1
Cn1nc(C(=O)NCc2cccnc2)c2ccccc2c1=O	-0.5	-4	x	3	1	-14	0.3	-0.2	1
COc1ccc(CN2CCNC(=O)C2CC(=O)NCCCC2CCCC2)c(F)c1 (stereo not given)	-0.1	2	0.3	-3	14	4	-2.6	-0.7	-2
Cc1cccc(CN2C3=NCCCN3c3ccccc32)c1	-0.4	1	0.9	-1	-1	-10	-5.0	-1.4	1
COc1ccccc1-n1nnnc1SCC(=O)NCC1(N2CCOCC2)CCCCC1	-1.0	2	-0.3	5	14	0	-0.2	0.6	x
NC(=O)C1CCN(C(=O)CCC(=O)c2cccs2)CC1	-1.6	-3	1.0	-3	-4	-4	0.1	0.4	x
CC1CCCCN1C(=O)COC(=O)c1ccc(=O)n(Cc2ccccc2)n1 (stereo not given)	-1.5	-7	2.6	-2	1	1	-2.6	i	x
O=C(Nc1ccccc1)C1C2/C=C\CCCCC21 (stereo not given)	0.4	-1	0.6	5	0	-10	0.2	-0.2	4
CN(C)c1nc(C=C(C#N)C#N)c(Cl)n1-c1ccc(F)cc1	0.0	-7	-11	5	-2	-10	1.6	-0.2	1
Cc1cccc(Oc2ccccc2NS(=O)(=O)c2ccc(CCC(=O)O)cc2)c1	0.0	0	3.0	2	1	-2	0.2	-0.4	x
O=C1CC(N2CCN(c3ccc(Cl)c(Cl)c3)CC2)C(=O)N1 (stereo not given)	0.1	-3	x	-1	4	-5	-0.8	i	2
S=C(NCCCN1CCOCC1)Nc1cccc(-c2nnc3n2CCCCC3)c1	-1.5	-1	1.0	-2	4	-14	-0.6	-0.4	-4
ON=Cc1ccnc2ccccc12	x	-4	2.1	-5	1	x	-0.4	1.5	x
Cc1[nH]c2ccccc2c1C(=O)COC(=O)CCS(=O)(=O)c1ccccc1Cl	0.8	-1	x	5	-5	7	0.3	-0.3	-2
O=C1CCc2cc(S(=O)(=O)N3CCN(c4cccc(C(F)(F)F)c4)CC3)ccc2N1	0.2	-2	0.5	x	-6	-4	0.3	-0.3	-5
CS(=O)(=O)N(CC(=O)O)Cc1cccc(CN(CC(=O)O)S(C)(=O)=O)c1	-0.4	-7	1.4	2	-8	10	0.3	1.6	-5

Rewritten as labelled records: entries from further up.
Cc1cccc(Oc2ccccc2NS(=O)(=O)c2ccc(CCC(=O)O)cc2)c1
  PfHsp40 rescue = 0.0 | Anthrax LF prot = 0 | TcdB GH inh = 3.0 | PrPC surface inh = 2 | Y pestis TopoI = 1 | SSB-PriA inh = -2 | BoNT-A LC inh2 = 0.2 | Vc quorum ag = -0.4 | 3CLpro inhibitor = x
O=C1CC(N2CCN(c3ccc(Cl)c(Cl)c3)CC2)C(=O)N1 (stereo not given)
  PfHsp40 rescue = 0.1 | Anthrax LF prot = -3 | TcdB GH inh = x | PrPC surface inh = -1 | Y pestis TopoI = 4 | SSB-PriA inh = -5 | BoNT-A LC inh2 = -0.8 | Vc quorum ag = i | 3CLpro inhibitor = 2
